GAA glycogen mod: qHTS Assay for Inhibitors and Activators of Human alpha-Glucosidase Cleavage of Glycogen; Lysosomal alpha-glucosidase (Homo sapiens), P10253; recombinant GAA, glycogen substrate, Amplex Red glucose oxidase fluorescence; Potency, µM (series often up to 76.4 µM), without a hit: at the top dose activity change, negative = inhibition, usual class: inhibitors; 300,000 compounds, 0.38% hits; AID 2100, 2009; active = well fitted inhibition curve with a large enough effect; inconclusive = small, poorly fitted or top-dose-only effect, or another doubt; inactive = no such curve, though single readings can be large or run the other way;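 also: 0% = full enzyme reaction and -100% = no-enzyme basal signal; the screen sought inhibitors and activators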
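Natural-substrate format: glycogen cleavage by 4 nM human enzyme, glucose read by Amplex Red coupling (Ex 573, Em 610 nm). Normalized to enzyme and no-enzyme controls.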
* = called active by the depositor; ? = inconclusive; [ ] = remark or other dose. Potency is read from the fitted curve at half-maximal effect. Some of the compounds tested (hit frequency here may not be typical).

SMILES	GAA glycogen mod
CC1CCN(C(=O)CSc2nnc(-c3ccccc3Cl)o2)CC1	-7%[76.3 µM]
COc1cccc(OC)c1C(=O)Nc1ccc(Br)c(C(=O)c2ccccc2)c1	-6%[76.3 µM]
COCCN1C(=O)N(c2cccc(OC)c2)C(=O)C1CC(=O)Nc1cccc(F)c1 (stereo not drawn)	13%[76.3 µM]
CCc1nc2cccnc2n1-c1ccc(CC(=O)NC(C)CC)cc1 (stereo not drawn)	-1%
O=C1CCCN1Cc1ccccc1	-9%[76.3 µM]
CCN(CC)CCN(C(=O)c1ccco1)c1nc2ccc(Br)cc2s1	-1%[76.3 µM]
O=C(NCCCN1CCCCC1)c1[nH]c2ccccc2c1Sc1ccc(Cl)cc1	-3%[76.3 µM]
COc1ccc2nc(N3CCCC(C(=O)NCCCN4C(C)CCCC4C)C3)sc2c1 (stereo not drawn)	2%
CCc1ccc(CNC(=O)COc2cc(=O)n(CC)c3ccccc23)cc1	0%[76.3 µM]
Cc1ccccc1C(=O)n1nc(-c2ccco2)nc1NCc1ccc(Cl)cc1	14%[76.3 µM]
O=c1c2ccccc2cnn1Cc1ccc(Br)cc1F	3%
COc1ccc(COC(=O)c2ccc(S(=O)(=O)N3CCC(C)CC3)cc2)cc1	0%[76.3 µM]

Arranged by number of heavy atoms (falling): part of the list above
SMILES	GAA glycogen mod
COc1ccc2nc(N3CCCC(C(=O)NCCCN4C(C)CCCC4C)C3)sc2c1 (stereo not drawn)	2%
COCCN1C(=O)N(c2cccc(OC)c2)C(=O)C1CC(=O)Nc1cccc(F)c1 (stereo not drawn)	13%[76.3 µM]
O=C(NCCCN1CCCCC1)c1[nH]c2ccccc2c1Sc1ccc(Cl)cc1	-3%[76.3 µM]
COc1cccc(OC)c1C(=O)Nc1ccc(Br)c(C(=O)c2ccccc2)c1	-6%[76.3 µM]
CCc1ccc(CNC(=O)COc2cc(=O)n(CC)c3ccccc23)cc1	0%[76.3 µM]
CCc1nc2cccnc2n1-c1ccc(CC(=O)NC(C)CC)cc1 (stereo not drawn)	-1%

Carrying on.
SMILES	GAA glycogen mod
CCCCN(CC)CCCNC(=O)c1nn(C)c2c1CSc1ccccc1-2	-7%[76.3 µM]
Cc1nn(CC(=O)NCCCc2ccccc2)c(=O)c2cc3occc3n12	-11%[76.3 µM]
Cc1ccc2nc(-c3ccsc3)c(Nc3ccccc3C)n2c1	?
CC(=O)N1CCC(=NNC(=O)c2cc3ccccc3cc2O)CC1	-3%[76.3 µM]
COc1ccc(C(C)NC(=O)Cc2cccs2)cc1 (stereo not drawn)	-3%[76.3 µM]
CCNC(=S)N(CCO)Cc1cc2cc3c(cc2[nH]c1=O)OCO3	8%[76.3 µM]
CC1=C([N+](=O)[O-])C(c2ccc(Cl)cc2)NC(=O)N1 (stereo not drawn)	-6%[76.3 µM]
CC(=O)c1ccc(NC(=O)c2cc3c([nH]c2=O)CC(c2ccccc2)CC3=O)cc1 (stereo not drawn)	-4%[76.3 µM]
Cc1ccc(CNCc2ccco2)cc1	-2%[76.3 µM]
COc1ccc(NC(=O)C(NS(=O)(=O)c2cccs2)C(C)C)cc1Cl (stereo not drawn)	-6%
COc1ccc(-c2nc3ccccc3o2)cc1NC(=O)c1cccc2c(Cl)cccc12	15%[76.3 µM]
COC(=O)C1CCCN1S(=O)(=O)c1ccc([N+](=O)[O-])cc1 (stereo not drawn)	16%[76.3 µM]
CCn1cc(C(=O)OCC(=O)Nc2ccc(C)c(Cl)c2)c(=O)c2ccc(C)nc21	8%[76.3 µM]
Cc1ccc(CNC(=O)c2ccc(NS(=O)(=O)c3cccs3)cc2)cc1	-11%[76.3 µM]
COC(=O)c1sc(N2C(=O)c3oc4ccc(C)cc4c(=O)c3C2c2ccc(O)c(OC)c2)nc1C (stereo not drawn)	-10%[76.3 µM]
COCCNC(=S)N(CCc1c(C)[nH]c2ccc(C)cc12)Cc1cccnc1	0%
COc1ccc(CNC(=O)c2cc(-c3ccc(Br)s3)nc3ccccc23)cc1	11%[76.3 µM]
COc1ccc(C(C(=O)NCc2ccccc2)N(C(=O)c2snc(C(N)=O)c2N)c2ccccc2OC)cc1 (stereo not drawn)	2%
N#CCC(=O)Nc1ccc(C(=O)N2CCN(S(=O)(=O)c3ccc4ccccc4c3)CC2)cc1	-15%
COc1ccccc1-c1cc(C(=O)NCCCN2CCOCC2)no1	-6%
COc1ccc(C(C)=O)cc1CC(=O)Nc1ccccc1-c1ccccc1	8%
COc1ccc(/C=C2\SC(=S)N(NS(=O)(=O)c3ccc(C)cc3)C2=O)c(OC)c1	-5%
CCOc1ccc(C(=O)NCC(=O)NCCCn2nc(C)cc2C)cc1OCC	5%[76.3 µM]
CN(Cc1c(C(=O)N/N=C/c2c(F)cccc2Cl)nnn1-c1nonc1N)c1ccccc1	-11%[76.3 µM]
CCOc1ccc(-n2c(=O)c3c(C)c(C)sc3n(Cc3c(F)cccc3Cl)c2=O)cc1	-6%[76.3 µM]
COC(=O)c1cc2oc(C)cc2n1CC(=O)Nc1ccc(C(C)C)cc1	10%[76.3 µM]
Cc1cccc(OCC(=O)NCCCNC(=O)c2cnccn2)c1	4%
COc1ccc(/C=C2/SC(=S)N(NS(=O)(=O)c3ccc(C)cc3)C2=O)cc1	-17%
COc1ccc(CCNC(=O)c2cc(S(=O)(=O)N(C)C)ccc2N2CCCC2)cc1	1%[76.3 µM]
Cc1cc(=O)oc2cc(OCC(=O)N3CCC(O)CC3)c(Cl)cc12	-3%[76.3 µM]
CCOC(=O)c1c(NC(C)=O)c2c3c(sc2n1Cc1ccc(Cl)cc1)CCCC3	16%[76.3 µM]
COc1ccc(/C=C2\SC(=S)N(CCC(=O)Nc3cccc(C(=O)O)c3)C2=O)cc1OC	4%
CCOC(=O)c1ccc(NS(=O)(=O)c2ccc3c(c2)OCCO3)cc1	-6%[76.3 µM]
Cc1ccccc1OCc1ccc(-c2nc(C#N)c(N3CCN(c4ccccc4)CC3)o2)o1	-3%[76.3 µM]
COc1cccc(-c2c(C(=O)N/N=C(\C)c3ccco3)nnn2-c2nonc2N)c1	-4%[76.3 µM]
CCC(C)[C@H](NS(=O)(=O)c1ccc(C)cc1)C(=O)N1CCC(C(=O)N[C@H](C(=O)O)c2ccccc2)CC1 (stereo partly drawn)	-2%[76.3 µM]
N#Cc1ccc(OCC(O)CN2CCN(CC(O)COc3ccc(C#N)cc3)CC2)cc1 (stereo not drawn)	-1%
C=CCNC(=O)[C@H]1N2C(=O)c3ccccc3C2SC1(C)C (stereo partly drawn)	3%
O=C(CNC(=O)c1ccccc1F)N/N=C\C=C\c1ccccc1	3%[76.3 µM]
O=C(Cc1ccccc1)NCC(=O)N/N=C/c1ccc(C(=O)O)cc1	1%[76.3 µM]
O=C1CCCN1CCCNc1ncccc1[N+](=O)[O-]	10%
CC(C)c1ccc(NC(=O)CN(C)S(=O)(=O)c2ccc3c(c2)n(C)c(=O)c(=O)n3C)cc1	13%[76.3 µM]
COCCn1c(SCC(=O)Nc2cc(C)on2)nnc1-c1ccccc1	5%
Cc1ccccc1CNC(=O)c1ccc(CN2CC(=O)N3CCCCC3C2=O)cc1 (stereo not drawn)	-11%[76.3 µM]
Cc1ccc(S(=O)(=O)NCC(=O)N(CC(=O)NCc2ccc(F)cc2)CC2CCCO2)cc1 (stereo not drawn)	-9%
O=S(=O)(Nc1nc2n(n1)C(c1ccc(F)cc1)C=C(c1ccc(Cl)cc1)N2)c1ccccc1 (stereo not drawn)	-15%[76.3 µM]
COc1ccc(OCc2nnc(SCC(=O)Nc3ccccc3C#N)o2)cc1	1%
CCN1CCN(CCCNC(=O)c2ccc3c(c2)N(Cc2ccc(C)cc2)CCS3)CC1	4%[76.3 µM]
CCCCc1cc(-c2n[nH]c(=S)o2)c2ccccc2n1	3%
CC(Oc1ccc2c(-c3ccccc3)cc(=O)oc2c1)C(=O)NCC(O)c1ccccc1 (stereo not drawn)	-11%[76.3 µM]
COc1ccc2nc(/N=C/c3cccc(OC)c3O)sc2c1	6%
CCn1c(=N)c(C(=O)NC2CCCCC2)cc2c(=O)n3cc(C)ccc3nc21	20%[76.3 µM]
CCS(=O)(=O)c1ccc2oc(Nc3ccc(OC)c(OC)c3)nc2c1	-19%
Cn1nc(C(=O)Nc2ccc(Cl)cc2)cc1C(=O)Nc1ccc(Cl)cc1	2%
O=C(Nc1ccccc1N1CCCCC1)c1ccc(Cl)cc1	1%
O=C(NC1CCCCC1)C1CCCN1S(=O)(=O)c1ccc(F)cc1 (stereo not drawn)	-3%[76.3 µM]
CCOc1ccc(NC(=O)C2CCN(S(=O)(=O)CC)CC2)cc1	-4%[76.3 µM]
N#Cc1c(/N=C/c2ccc(-c3ccccc3C(=O)O)o2)sc2c1CCCC2	2%
O=C(NCc1ccccc1)c1nn(-c2ccccc2)nc1CO	-9%[76.3 µM]
COc1ccccc1-c1noc(CSc2nc3ccc(C)cc3[nH]2)n1	-11%[76.3 µM]
(further entries)
SMILES	GAA glycogen mod
O=C(Nc1ccc(Br)cc1)N1CCc2ccccc2C1	-6%[76.3 µM]
Cc1ccc(SCCNC(=O)c2ccccc2F)cc1	0%[76.3 µM]
Cc1ccc(N2CC(C(=O)Nc3ccccc3N3CCCC3)CC2=O)cc1 (stereo not drawn)	7%[76.3 µM]
CCOc1ccc(-n2nc(CO)c(C(=O)NCc3cccnc3)n2)cc1	13%[76.3 µM]
O=C(c1ccccc1)c1ccccc1NC(=O)c1ccccc1C(=O)O	-4%[76.3 µM]
COCCCNC(=O)CCCn1c(SCC(=O)c2ccc(F)cc2)nc2c(sc3ccccc32)c1=O	-4%[76.3 µM]
Cc1ccc(C(=O)N2CCCC(CCC(=O)NCc3ccc(F)c(F)c3)C2)cn1 (stereo not drawn)	12%[76.3 µM]
Cc1ccc(S(=O)(=O)c2nc(-c3ccccc3)oc2N2CCN(c3ccccc3)CC2)cc1	-15%[76.3 µM]
CC12CCC(=O)N1C(C(=O)Nc1ccccc1N1CCOCC1)CS2 (stereo not drawn)	0%[76.3 µM]
CCN1CCN(C(=O)c2ccccc2NC(=O)c2ccc(Cl)cc2)CC1	-2%[76.3 µM]
Cc1ccc(-c2nnc(Nc3ccc(Cl)c(Cl)c3)c3ccccc23)cc1S(=O)(=O)NCCO	-5%[76.3 µM]
COc1ccc(Cl)cc1NC(=O)CN(C)C(=O)CCCc1c[nH]c2ccccc12	-13%[76.3 µM]
CC1CCN(S(=O)(=O)c2ccc(C(=O)N3CCOCC3)cc2)CC1	0%[76.3 µM]
CCc1ccc(S(=O)(=O)c2cn(CC)c3cc(N4CCCCC4)c(F)cc3c2=O)cc1	0%[76.3 µM]
COc1ccc(CCNC(=O)c2ccc3c(c2)NC(=O)C(C(C)C)N3)cc1OC (stereo not drawn)	?
CNC(=O)CSc1nc2cccnc2n1C1CCCCC1	12%[76.3 µM]
CN(C)CCCN(C(=O)c1cc(-c2cccs2)nc2ccccc12)c1nc2ccc(F)cc2s1	8%[76.3 µM]
OCCN1C2=NCCCN2c2ccccc21	7%[76.3 µM]
Cn1cc(S(=O)(=O)N2CCc3ccccc32)cc1C(=O)NC(C)(C)C	-5%[76.3 µM]
Cc1ccc(NC(=O)Nc2c(C)n(C)n(-c3ccccc3)c2=O)cc1	2%
O=C(Nc1cc(Cl)c(Cl)cc1Cl)c1cccnc1	12%[76.3 µM]
Clc1cccc(CN2CCc3c([nH]c4ccccc34)C2)c1Cl	4%
CCN1C(=O)[C@H]2[C@@H](c3ccc(C)cc3)N3C(=O)N(c4ccccc4)C(=O)[C@@]3(Cc3ccc(Cl)cc3)[C@H]2C1=O	7%[76.3 µM]
Cc1cccc(N(C(=O)c2csnn2)C(C(=O)NCc2ccccc2)c2cccs2)c1 (stereo not drawn)	7%
Cc1ccc(NC(=O)c2ccc3c(SCC(=O)O)c4c(nc3c2)CCCC4)c(Br)c1	-2%[76.3 µM]
CC(C)Nc1nc(-c2ccncc2)nc(-c2ccccc2)c1C#N	1%
Cc1cc(C)cc(NC(=O)Nc2ccc3c(c2)CCC3)c1	-8%[76.3 µM]
CCOC(=O)[C@@H]1[C@H]2COc3ccc(Br)cc3[C@@H]2N2C(=O)N(c3ccc(Br)cc3)C(=O)[C@]12C	5%[76.3 µM]
O=C(/C=C/c1ccco1)NC(=S)Nc1cccc(C(=O)O)c1	0%
Fc1ccc(Br)cc1SCCc1ccncc1	-10%
O=S(=O)(NCCc1ccccn1)c1ccc(OC(F)(F)F)cc1	-1%[76.3 µM]
Cc1cccc(-c2cccc(NC(=O)C3CCCN(C(=O)c4cccnc4)C3)c2)c1 (stereo not drawn)	3%[76.3 µM]
O=C(CNC(=O)c1ccc(Cl)cc1)c1ccc(Br)cc1	2%
COc1cccc(C(=O)NC2CCCc3ccccc32)c1 (stereo not drawn)	-4%[76.3 µM]
COc1ccc(CNC(=O)c2ccc3ccccc3n2)cc1	-1%[76.3 µM]
CC(C)NC(=O)c1ccc(-n2c(-c3ccccc3)cc3c2CCCC3)cc1	2%[76.3 µM]

Part of the list above, as a markdown table.
| Structure | GAA glycogen mod |
| --- | --- |
| Cc1ccc(S(=O)(=O)NCC(=O)N(CC(=O)NCc2ccc(F)cc2)CC2CCCO2)cc1 (stereo not drawn) | -9% |
| O=C(CNC(=O)c1ccc(Cl)cc1)c1ccc(Br)cc1 | 2% |
| COc1ccc(OCc2nnc(SCC(=O)Nc3ccccc3C#N)o2)cc1 | 1% |
